# Pf Dd2 inh: Plasmodium falciparum Dd2 growth inhibition; P. falciparum Dd2 growth, SYBR Green, 72 h; Potency, µM (titrated, usually from 28.9 µM), for the others: at the top dose activity, negative = inhibition, usual class: inhibitors; hit rate 4.3% among 120,000; AID 1347417; active = well fitted inhibition curve with a large enough effect; inconclusive = small, poorly fitted or top-dose-only effect; inactive = no such curve, though single readings can be large or run the other way;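 note: plate controls were DMSO vehicle for no effect and reference drug for full effect; nearly all actives have a fitted effect of over 65% in size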
#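 Readout: SYBR Green fluorescence, 485 nm excitation, 535 nm emission, after ~16 h lysis at 37C. Before that, Dd2-infected red cells (2.5% hematocrit) grew 72 h with compound, 29 uM top final concentration.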
# Numbers without * were called inactive; i = inactive; ? = inconclusive; [ ] = remark or other dose. Potency is the fitted concentration of half-maximal effect. Some of the compounds tested; rates above refer to the full screens.
SMILES,Pf Dd2 inh
COCCNC(=O)CCn1c(=O)[nH]c2cc(OC)c(OC)cc2c1=O,-14.7%
Cc1cccc(CN2CCc3ncc(C(=O)NCc4ccccc4)n3CC2)c1,?
CC(=O)N1CCc2nc(C(C)C)nc(-c3ccc(O)cc3)c2CC1,-20.6%[44.1 µM]
CC1=C[C@@H](CNC(=O)COc2ccccc2)[C@H](C(C)C)C[C@H]1CC(=O)NCCN(C)C,-7.5%[44.1 µM]
Cc1nc(CNC(=O)c2cc(Cn3ccnc3C(C)C)[nH]n2)sc1C,i
O=C(c1ccc2cc[nH]c2c1)N1CCN(C(=O)c2nnn3c2COC(c2ccc(Cl)cc2)C3)CC1 (stereo unspecified),-19.7%
COc1ccc(-c2nc(C)nc3c2CCN(Cc2cccn2C)CC3)cc1,i
COC(=O)CCN(C(=O)C1CCN(S(=O)(=O)c2c(C)noc2/C=C/c2ccccc2F)CC1)c1ccccc1,-5.7%
Cc1ccc(-n2ncc3c(NNC(=O)c4ccccc4C)ncnc32)cc1,i
CCN(CC)c1ccc(NC(=O)c2cc(S(=O)(=O)N3CCc4ccccc43)cn2C)c(C)c1,-15.9%
COc1nnc(-c2ccc(N3CCCCC3)c(NC(=O)c3ccccc3Cl)c2)c2ccccc12,?
Cn1nc(C(=O)N2CCCC(c3[nH]ccc3C(N)=O)C2)c2ccccc21 (stereo unspecified),0.1%
NC(=O)[C@@H]1CN(C(=O)c2cccnn2)C[C@H]1COc1ccccc1,12.7%
Cc1ccc(Cl)cc1NC(=O)CSc1nccn1C,6.6%
C=CCN(C)C[C@H]1CN2CC[C@H]1C[C@@H]2CNC(=O)c1ccc(N(C)C)cc1,i
CCN1CCCC12Cc1ccccc1CN([S+](C)(=O)[O-])C2 (stereo unspecified),?
CCCN(CC1CCOC1)C(=O)Nc1ccccc1CC (stereo unspecified),37.7%[activator][5.79 µM]
COc1ccc(CC(=O)NCc2ccc3c(c2)CCN3C(=O)c2ccc(C)cc2)cc1OC,i
Cc1c(C(=O)N2CCOCC2)oc2c1-c1nn(CC(=O)NCc3cccc(Cl)c3)cc1CC2,-22.1%
CCOc1ccccc1NC(=O)Cn1cnc2c1c(=O)n(C)c(=O)n2C,12.8%
CC(C)NC(=O)c1nc(-c2ccc(Cl)cc2Cl)c2ccccn12,?
CCCN(Cc1cccs1)C(=O)Nc1cc(C)ccc1OC,4.8%
COCCC(=O)N[C@H]1CC[C@]2(C)CCC([C@H](C)C(=O)NCc3ccc(F)cc3)[C@H](O)[C@H]2[C@@H]1C (stereo partly specified),i
CC(=O)c1ccc(NC(=O)Cn2c(-c3ccc(F)cc3)nc(C)cc2=O)cc1,?
COc1ccc(-c2cc(N3CCCC(NC(=O)c4cccc(C)c4)C3)n[nH]2)cc1 (stereo unspecified),?
O=C1NCCOCCCN(S(=O)(=O)c2ccc3c(c2)CCC3)[C@H]2CCCC[C@@H]12,i
CCCn1c2ccccc2c2cnn(CC(=O)NC(C)CC)c(=O)c21 (stereo unspecified),4.8%
COc1ccccc1CNC(=O)CCC1N=C2c3ccccc3N=C(SCc3ccc(C)cc3C)N2C1=O (stereo unspecified),i
O=C1[C@@H]2C[C@@H](CN2C2CCCC2)Oc2ccccc2N1Cc1ccccc1,?
Cc1ccc(NC(=O)c2nnn(Cc3ccccc3)c2N)cc1C,5.9%
Cc1c(NC(=O)c2cccc3c(Cl)cccc23)cccc1-c1nc2ccccc2o1,17.0%
COc1ccccc1C(=O)N1CC(N(C)c2ccccc2C)C1,-10.3%
CCC(C(=O)NCc1nnc2cc(-c3nc(C4CC4)no3)ccn12)c1ccccc1 (stereo unspecified),i
CCCCCCc1cc2cc(-c3nnc(-c4cccc(Cl)c4)o3)c(=O)oc2cc1O,?
O=c1c2oc3ccccc3c2n(Cc2ccc(Cl)cc2)c(=O)n1Cc1ccco1,?
CNC(=O)[C@@H]1CN(C(=O)c2ccsc2)C[C@H]1c1nc(C)no1,-2.6%
Cc1cn2nc(C(=O)NCc3ccc(Cl)cc3)cc2c(N2CCCC2)n1,?
CCOc1cc(=O)n2c(c1C(=O)Nc1ccccc1C)CCCC2,i
CC1CCn2c(nc3cc(C(=O)NCc4ccc(OC(C)C)cc4)ccc32)C1 (stereo unspecified),21.1%
CNC(=O)CN1CN(c2ccccc2)C2(CCN(C(=O)NC34CC5CC(CC(C5)C3)C4)CC2)C1=O,?
COc1ccc(C(=O)N2CC[C@H]3COC(=O)N3c3cc(F)ccc3C2)cc1,24.5%[44.1 µM]
COc1ccc(C(=O)N2CCC3(CC2)C(=NC2CCCCC2)NC(=O)N3c2cccnc2)cc1,7.7%
O=c1cccc2n1C[C@H]1C[C@@H]2CN(C[C@H]2CN3CC[C@H]2C[C@@H]3CNS(=O)(=O)c2ccccc2)C1,7.4%
COCC1CN(C(C)=O)CC12CCN(C(=O)CN1CCCCCC1)CC2 (stereo unspecified),i
O=C(CCc1nnn2c1CN(Cc1ccc(Br)o1)CC2)N1CCCC1,-20.3%
Cc1ccc(C)c(NC(=O)Cn2nc(C)c3nn(-c4ccc(Cl)cc4)c(C)c3c2=O)c1,i
CC(=O)c1ccc(NC(=O)Cn2cccc2-c2nc(-c3ccc4c(c3)OCO4)no2)cc1,6.4%
CCCCN(CC)CCCNC(=O)c1nn(C)c2c1CSc1ccccc1-2,?
COC(=O)c1c(-c2cccs2)csc1NC(=O)COc1ccccc1,-19.0%
COc1cccc(CN2CCC3(CC2)C(C(=O)O)CC(=O)N3C)c1OC (stereo unspecified),-14.7%
# Later entries.
SMILES,Pf Dd2 inh
CCOc1ccc2nc(N3CCCC(C(=O)NCc4ccccc4OC)C3)sc2c1 (stereo unspecified),-19.9%
COc1ccccc1CCNC(=O)C1CC(=O)N(c2n[nH]c3cccc(F)c23)C1 (stereo unspecified),-23.5%
CCCN1CCCC2(CCN(S(=O)(=O)c3cccc(OC)c3)C2)C1=O (stereo unspecified),?
Cc1ccc(CNC(=O)c2ccc(CSCc3c(F)cccc3Cl)o2)cc1,95.2%[activator]
COC(=O)C1=C(C)N=C2SC=C(CC(=O)NCc3ccccc3F)N2C1c1ccccc1Cl (stereo unspecified),11.2µM*
Nc1c(C(=O)Nc2ccccc2)nnn1Cc1ccc(F)cc1Cl,i[5.79 µM]
Cc1oc(-c2cccc(Cl)c2)nc1CN1CCC(C(=O)NC(C)C)CC1,12.3%
COc1ccc(-c2cc(-c3ccccc3O)cn3cncc23)cc1,?
Cc1ccc(C)c(OCCn2cc(C(=O)c3cccs3)c3ccccc32)c1,?
CN(C)C1(Cc2cc(-c3ccc(F)cc3)on2)COC1,13.9%[44.1 µM]
CN1CCCC2(CCN(C(=O)c3cc(=O)[nH]c4ccc(F)cc34)C2)C1=O (stereo unspecified),-5.9%
CN(C)CCN(C)C[C@H]1CN2CC[C@H]1C[C@@H]2CNC(=O)Nc1ccsc1,15.7%[44.1 µM]
CCOC(=O)C1CCN(C(=O)c2ccc3c(c2)sc2nc(-c4ccc(OC)cc4)cn23)CC1,i
CCc1cc(=O)[nH]c(SCc2nc(-c3cccc(Cl)c3)no2)n1,11.0%
CC(=O)NCC(=O)N1CCCC2(COc3ccccc3[S+](=O)([O-])N2)C1 (stereo unspecified),5.5%
COc1ccc(-c2cccc(NS(=O)(=O)c3cc(C(F)(F)F)ccc3Cl)c2)nn1,-3.3%
O=C1CC(c2noc(-c3ccccc3Cl)n2)CN1c1ccc(F)cc1 (stereo unspecified),23.4%
COc1ccc(C2(C(=O)NCC(=O)N3CCCCCNC(=O)CC3c3ccccc3)CC2)cc1 (stereo unspecified),-1.7%
CC(=O)c1cccc(Nc2ccc3cc(S(=O)(=O)N4CCCC4)ccc3n2)c1,?
Cc1ccc2c(=O)cc(C(=O)Nc3sc4c(c3C(=O)NCc3cccnc3)CCCC4)oc2c1C,16.5%
CC(=O)N[C@H]1[C@H](O)[C@H](O)C[C@@H]1c1ccc(C(F)(F)F)nc1,7.4%[44.1 µM]
Cc1nnc(-c2cc(-c3ccsc3)ccn2)n1Cc1ccncc1,i
COc1ccccc1NC(=O)c1cc2c(n(-c3ccc(C)cc3)c1=O)CC(C)(C)CC2=O,?
O=C(C1CC1)N1CCC2(CC1)CC(Cc1nc(-c3ccncc3)no1)CCO2 (stereo unspecified),i
COc1ccc(N2C(=O)CS(=O)(=O)C23C(=O)N(Cc2cccc(F)c2)c2ccccc23)cc1OC (stereo unspecified),?
Cn1cccc1CN1CCC2(Cc3ccccc3NC2=O)C1 (stereo unspecified),?
COCCc1noc([C@@H]2CN(Cc3cccc(F)c3)C[C@H]2CO)n1,-3.7%
CC(C)C(=O)N1Cc2ccccc2CC2(CCCN(CC3CCOCC3)C2)C1 (stereo unspecified),7.08µM*
Cc1ccc([S+](=O)([O-])N2CCC3(CC2)Cc2ccccc2NC3=O)cc1,32.1%[activator]
CCN1CCCC(CN2CCC(Oc3ccccc3OC)(C(=O)O)CC2)C1 (stereo unspecified),-2.9%

# Arranged by molecular weight (smallest number first): part of the list above.
SMILES,Pf Dd2 inh
Cc1ccc(NC(=O)c2nnn(Cc3ccccc3)c2N)cc1C,5.9%
CCOc1cc(=O)n2c(c1C(=O)Nc1ccccc1C)CCCC2,i
CN1CCCC2(CCN(C(=O)c3cc(=O)[nH]c4ccc(F)cc34)C2)C1=O (stereo unspecified),-5.9%
CCCN1CCCC2(CCN(S(=O)(=O)c3cccc(OC)c3)C2)C1=O (stereo unspecified),?
Cc1ccc([S+](=O)([O-])N2CCC3(CC2)Cc2ccccc2NC3=O)cc1,32.1%[activator]
C=CCN(C)C[C@H]1CN2CC[C@H]1C[C@@H]2CNC(=O)c1ccc(N(C)C)cc1,i
COC(=O)c1c(-c2cccs2)csc1NC(=O)COc1ccccc1,-19.0%
CCN1CCCC(CN2CCC(Oc3ccccc3OC)(C(=O)O)CC2)C1 (stereo unspecified),-2.9%
CC1CCn2c(nc3cc(C(=O)NCc4ccc(OC(C)C)cc4)ccc32)C1 (stereo unspecified),21.1%
CCOc1ccc2nc(N3CCCC(C(=O)NCc4ccccc4OC)C3)sc2c1 (stereo unspecified),-19.9%
COc1ccc(C(=O)N2CCC3(CC2)C(=NC2CCCCC2)NC(=O)N3c2cccnc2)cc1,7.7%
CCN(CC)c1ccc(NC(=O)c2cc(S(=O)(=O)N3CCc4ccccc43)cn2C)c(C)c1,-15.9%
CNC(=O)CN1CN(c2ccccc2)C2(CCN(C(=O)NC34CC5CC(CC(C5)C3)C4)CC2)C1=O,?
COC(=O)C1=C(C)N=C2SC=C(CC(=O)NCc3ccccc3F)N2C1c1ccccc1Cl (stereo unspecified),11.2µM*

# Next records follow:
SMILES,Pf Dd2 inh
CC1=C(C(=O)NCCc2ccc(Cl)cc2)C2(CCCCC2)OC1=O,56.9%[activator]
Cc1noc(-c2ccccc2Cl)c1C(=O)NCCOc1ccccc1,i
O=C1CCCN1CC1CCN(C(=O)c2ccc(N3CC[C@@H](O)C3)nc2)CC1,1.0%
CCOC(=O)c1c(C)[nH]c(C)c1S(=O)(=O)NCC(=O)Nc1cccc(SC)c1,2.5%
Cc1cc(C(=O)N2CCC(F)(c3nc(-c4ccncc4)no3)CC2)n(C)n1,0.8%
O=C(NC[C@H]1OC[C@@H](NC2CCC2)[C@@H]1O)C1CC1,16.5%[44.1 µM]
CN(C)CCNC(=O)c1cc(-c2ccccc2F)cc2c1OCCN2Cc1cccnc1,?
CN1C(=O)C2(CCN(Cc3ccnn3C)C2)c2ccccc21 (stereo unspecified),-22.1%[44.1 µM]
Nc1nccc(N2CCCC(Cc3ccccc3F)(C(=O)O)C2)n1 (stereo unspecified),1.6%
O=C(Nc1cccc(Cl)c1)c1cnc2c(c1)N([S+](=O)([O-])c1cccnc1)CCC2,11.2µM*
Cc1ccc2c(c1)C(=O)C(=O)N2Cc1ccc(OC(C)C)cc1,?
CS(=O)(=O)N1CCC2(CC1)C(=O)NCN2C(=O)Cc1cccc(Cl)c1,20.0%
COc1ccccc1N1CCN(C(=O)[C@H]2CN3CCC2C[C@@H]3Cn2cc(CO)nn2)CC1 (stereo partly specified),-5.0%
CN1c2cc(C(=O)N3CCc4ccccc4C3)ccc2C(=O)N2CCCCC21 (stereo unspecified),?
Cc1ccc(C2CC(=O)N(Cc3ccccc3F)c3c2c(C)nn3-c2nc(C)cc(C)n2)cc1 (stereo unspecified),?
Cc1cnc(-c2ccccc2)n1CC1CCN(C(=O)C(C)c2ccccc2)CC1 (stereo unspecified),?
Cc1cnc2c(C(=O)N3CCCn4nc(C(C)O)cc4C3)cnn2c1 (stereo unspecified),-6.2%
O=C(Nc1ccccc1)N1CCC2(CC1)CC(N(C(=O)c1ccccc1)C1CC1)CCO2 (stereo unspecified),-7.6%
COC(=O)c1cc2n(n1)CCCN(C(=O)CCn1cnnn1)C2,14.9%
COc1cccc(-n2c(SCC(=O)Nc3ccc(F)cc3F)nc3c([nH]c4ccccc43)c2=O)c1,?
COCC(=O)NC[C@H]1O[C@@H](CO)[C@@H](O)[C@H]1N1CCN(c2cccc(C(F)(F)F)c2)CC1,0.6%
Cc1nc(N)nc(C)c1CC(=O)N1CC2(CCNCC2)CC1C(=O)O (stereo unspecified),-10.6%
CC(C)c1noc([C@H]2C[C@@H]3C(=O)NCCCCCCN(C(=O)Cc4cccnc4)[C@@H]3C2)n1,?
CC(C)CN1C(=O)c2cccn2CC1C(=O)O (stereo unspecified),?
CCn1c(CO)nnc1C1CC(NC(=O)CCc2c(C)nn(C)c2C)C1 (stereo unspecified),-8.8%
COc1ccc2[nH]c3c(c2c1)CCN(C)C31CCN(C(=O)c2cccc(C)c2)CC1,i
O=C(CCC1N=C2c3ccccc3N=C(SCC(=O)Nc3ccccc3F)N2C1=O)NCc1ccco1 (stereo unspecified),-19.9%
